ADAM10 inh: inhibitors of human ADAM10; inhibition, % at 7 µM; O14672; 370,000 tested, 0.62% active; recombinant ADAM10, EDANS/DABCYL FRET peptide cleavage, 3 h;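 active = inhibition above a per-campaign cutoff equal to the mean of compounds falling between control-based bounds plus 3 SD, cut at about 20% in these data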;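 note: 0% = DMSO wells while the 100% control is not disclosed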
ADAM17 inh: ADAM17 inhibition, QFRET primary screen | P78536 | recombinant ADAM17, EDANS/DABCYL FRET peptide cleavage | 370,000 tested, 0.83% active | AID 720648 | inhibition, % at 6.95 µM;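 active = inhibition above the mean of compounds lying between control limits plus 3 SD, set per campaign, cut at about 8.5% in these data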;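 note: 0% = DMSO-only wells as the low control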
Tn6 DDE FP: DD(E)-Tn6 binding inhibition, primary FP screen; 370,000 tested, 0.21% active; Fibrin DD(E) TRITC-Tn6 fluorescence polarization displacement; inhibition, % at 8.3 µM;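 active = inhibition above a per-campaign cutoff: mean of compounds within control limits plus 3 SD, cut at about 15% in these data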;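 note: 0% = median of all compound wells on the plate and 100% = blocking peptide control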
Target sequence (P02675 whole entry, looked up): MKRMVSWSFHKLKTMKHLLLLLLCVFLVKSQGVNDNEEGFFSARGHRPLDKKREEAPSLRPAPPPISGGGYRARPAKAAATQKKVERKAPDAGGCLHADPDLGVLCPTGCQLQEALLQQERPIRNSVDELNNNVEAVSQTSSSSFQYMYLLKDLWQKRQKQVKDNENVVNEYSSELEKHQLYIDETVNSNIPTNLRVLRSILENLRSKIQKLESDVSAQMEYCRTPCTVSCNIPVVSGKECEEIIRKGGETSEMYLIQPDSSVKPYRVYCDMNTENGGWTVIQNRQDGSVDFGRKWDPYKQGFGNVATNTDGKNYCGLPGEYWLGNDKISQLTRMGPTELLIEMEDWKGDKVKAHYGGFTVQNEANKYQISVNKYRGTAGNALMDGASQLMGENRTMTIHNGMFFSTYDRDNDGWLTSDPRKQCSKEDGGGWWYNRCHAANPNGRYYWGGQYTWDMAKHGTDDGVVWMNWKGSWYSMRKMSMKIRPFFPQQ
PLC-gamma1 inh: blocks human PLC-gamma1 enzyme activity. 370,000 tested, 0.84% active. purified PLC-gamma1, fluorogenic substrate, fluorescence. inhibition, % at 12.2 µM. AID 720700; in the data active = inhibition above about 9.5%
SIAE primary: human SIAE inhibition, primary screen | Q9HAT2 | 370,000 tested, 0.69% active | inhibition, % at 9.66 µM | SIAE FP-Rh probe binding, fluorescence polarization;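 active = inhibition above a cutoff: mean of compounds within the control limits plus 3 SD of those, cut at about 17% in these data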;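 note: 0% = plate median of compound wells and 100% = probe without SIAE protein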
TDP2 absorb: TDP2 (human) inhibition, absorbance primary screen; 370,000 tested, 0.34% active; inhibition, % at 12.8 µM; recombinant TDP2, T5PNP hydrolysis, p-nitrophenol absorbance 415 nm; AID 720702; O95551;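 active = inhibition above the mean of all tested compounds plus 3 SD, set per campaign, cut at about 25% in these data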;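 note: 0% = DMSO with enzyme and 100% = buffer with substrate but no TDP2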
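Assay system: recombinant human TDP2 / Reagent: T5PNP substrate at 5 mM, a TopII-DNA adduct mimic / Measured by: epi absorbance from released p-nitrophenol / Evaluation: % inhibition relative to enzyme-containing and enzyme-free wells / Control set: enzyme-free and DMSO wells / Replicates: each compound tested once, singlicate / Schedule: enzyme reaction with compound for 2 h at 37 °C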
DDE Tn7 FP inh: inhibitors of Tn7 peptide binding to human fibrin DD(E). 370,000 tested, 0.13% active. P02675. FP displacement of FITC-Tn7 peptide from fibrin DD(E); 0% = median of compound wells per plate. inhibition, % at 8.3 µM. AID 720508;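 active = inhibition above the mean of compounds falling within the control limits plus 3 SD of them, cut at about 14% in these data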;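 note: 0% = plate median of compound wells and 100% = 10 µM Aha-Tn7 peptide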
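Assay system: Human fibrin DD(E) protein | Medium: Tris buffer with calcium and detergent, pH 7.8 | Reagent: 0.1 µM fluorescent Tn7 | Compound dosing: Single point at 8.3 µM | Times: 10 min preincubation, 3 h with tracer, room temperature | Detection: Fluorescence polarization of the labelled Tn7 tracer | Controls: Aha-Tn7 high control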
ASAP1 inh: inhibitors of human ASAP1 ArfGAP activity | Q9ULH1 | ASAP1-stimulated ARF1 GTP hydrolysis, GDP FP detection | AID 624377 | inhibition, % at 16.5 µM | 360,000 tested, 0.19% active; in the data active = inhibition above about 25%;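 note: 0% = vehicle with enzyme and substrate and 100% = no enzyme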
Target sequence (Q9ULH1 325-724 limits assumed): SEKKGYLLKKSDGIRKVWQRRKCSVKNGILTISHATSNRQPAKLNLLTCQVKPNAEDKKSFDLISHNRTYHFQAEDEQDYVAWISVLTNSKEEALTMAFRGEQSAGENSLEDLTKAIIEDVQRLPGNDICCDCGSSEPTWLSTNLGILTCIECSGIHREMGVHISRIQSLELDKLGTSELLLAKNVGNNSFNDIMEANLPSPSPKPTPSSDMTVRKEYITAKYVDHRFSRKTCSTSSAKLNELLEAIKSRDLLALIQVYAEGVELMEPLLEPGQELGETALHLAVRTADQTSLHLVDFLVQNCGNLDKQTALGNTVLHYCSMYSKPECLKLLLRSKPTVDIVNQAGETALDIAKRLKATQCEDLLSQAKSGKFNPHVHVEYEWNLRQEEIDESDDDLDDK
ARFGAP1 inhibitor: inhibitors of rat ARFGAP1; Arfgap1-stimulated ARF1 GTP hydrolysis, GDP FP detection; inhibition, % at 16.5 µM; 360,000 tested, 0.26% active;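 active = inhibition above a per-plate limit, mean inhibition of low control wells plus 3 SD, cut at about 25% in these data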;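 note: 0% = DMSO wells with enzyme and 100% = wells lacking Arfgap1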
Target sequence (Q62848 1-136 limits assumed): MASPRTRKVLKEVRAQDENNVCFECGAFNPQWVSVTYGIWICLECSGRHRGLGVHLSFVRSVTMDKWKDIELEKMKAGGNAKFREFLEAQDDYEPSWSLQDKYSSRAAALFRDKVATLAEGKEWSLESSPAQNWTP
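material = rat Arfgap1 catalytic domain, aa 1-136 | also added = human ARF1(Δ1-17)-GTP substrate | compound dosing = one concentration, 16.5 µM, DMSO 1.26% | times = GTP hydrolysis reaction 2 h at 25 °C | measured by = FP, GDP Alexa 633 tracer displaced from anti-GDP antibody, 620/688 nm | evaluation = percent inhibition of Arfgap1-stimulated GTP hydrolysis | replication = single well per compound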
PLC-beta3 inh: blocks human PLC-beta3 enzyme activity; Q01970; Purified PLC-beta3, fluorogenic substrate, fluorescence; inhibition, % at 12.2 µM; 370,000 tested, 0.18% active; in the data active = inhibition above about 11%;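 note: 0% = median of compound wells on plate and 100% = full blocker control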
Starred values were filed as active, the others as inactive; / = not tested or not shown.

PLC-gamma1 inh,ASAP1 inh,TDP2 absorb,Tn6 DDE FP,ARFGAP1 inhibitor,PLC-beta3 inh,SIAE primary,DDE Tn7 FP inh,ADAM10 inh,ADAM17 inh,SMILES
-1,-11,8,0,-5,2,6,-8,-2,2,COc1ccc(Cc2noc(CN3CCCN(C4Cc5ccccc5C4)CC3)n2)cc1OC
-1,14,11,-1,24,-6,-2,0,-3,-4,Cc1ccc2nc(SCC(=O)Nc3ccc(F)cc3)nc(=O)n2c1
-14,10,-10,5,5,-22,3,6,-78,-23,CCN1CCCC1Cn1cnc2c([nH]c3cccc(Cl)c32)c1=O (configuration not stated)
3,-12,2,-1,3,4,17*,2,-7,-3,COC(=O)[C@@]12C[C@@H](CC(=O)NCc3ccc(C)o3)C(=O)N(Cc3ccc4c(c3)OCO4)C1=CCC(C)(C)C2
-2,-7,1,1,-4,-3,-3,6,1,-2,COc1ccc(-c2coc3c(C(=O)NC(C)C)cccc23)c(C)c1
2,5,2,3,-3,4,3,1,6,-2,CCN=C1SC(C(=O)Nc2ccccc2)CC(=O)N1CC (configuration not stated)
2,-12,16,1,0,3,1,-1,4,-1,COc1ccccc1NC(=O)CSc1nnc(C)n1CCc1ccccc1
2,20,-1,1,7,3,-4,3,-1,-3,Cc1c(NS(=O)(=O)c2cccc([N+](=O)[O-])c2)c(=O)n(-c2ccccc2)n1C
-4,-3,3,7,6,0,11,-4,-4,-3,NC[C@H](O)c1ccc(O)c(O)c1
-3,-16,-2,3,10,0,2,5,2,-5,CCOC(=O)C(C)CC(C)C(=O)N1CCOCCOCCN(C(=O)C(C)CC(C)C(=O)OCC)CCOCC1 (configuration not stated)
-22,-1,-3,4,-3,-26,-17,11,-11,-3,COc1cccc(/C=C/C(=O)OCC(=O)Nc2ccc(Cl)c(S(=O)(=O)N(C)C)c2)c1OC
2,16,-5,5,-7,0,2,-4,-12,-3,COc1ccc(N2CCN(C(=O)c3ccc4c(=O)n5c(nc4c3)CCCCC5)CC2)cc1
1,4,-3,4,3,3,0,2,-3,3,COc1ccc(-c2noc(CN(C(=O)c3cccs3)C(C)C)n2)cc1
-46,7,-2,4,5,-59,7,4,-81,-24,COc1cccc(-c2c(C(=O)O)cc(O)c3ccc(OC)cc23)c1
2,10,-10,3,-1,-2,-2,0,20*,9.6*,Cc1ccccc1N=C(NOCc1ccc(Cl)cc1Cl)c1nonc1N
1,-2,-7,-5,7,0,0,-1,1,1,COC(=O)c1cccc(NC(=O)c2ccco2)c1
-1,3,-2,-8,-10,4,1,-3,8,-4,CC(=O)N1CCOc2ccc(S(=O)(=O)NC(C)c3ccccc3)cc21 (configuration not stated)
-1,6,-1,6,-4,2,-2,-5,4,5,COc1ccc(C)cc1S(=O)(=O)Nc1cccc(Cl)c1
1,-5,-1,-2,14,4,2,-3,1,0,Cc1ccnc(NC(=O)CCC(=O)N(CC(=O)NC(C)(C)C)C2CCCC2)c1
1,14,-1,1,8,-1,-3,-2,1,-4,COc1cccc(CN(C)C(=O)c2cc(S(=O)(=O)NC3CCCCC3)ccc2C)c1OC
-2,-6,8,-7,-13,3,-1,-8,-7,-3,C1CN(CC2COC(CN3CCOCC3)CO2)CCO1 (configuration not stated)
0,0,10,5,5,8,2,-5,4,1,Clc1cccc(Cl)c1CNC1CCCC1
5,-12,2,4,-10,1,7,5,13,-1,O=C(NCc1n[nH]c(=S)n1-c1cccc(Cl)c1)c1cccs1
1,-13,0,3,7,0,1,9,3,-2,O=c1c2c(ncn2C2CCCC2)n(Cc2ccccc2)c(=O)n1CCOc1ccc(Br)cc1
0,-7,8,4,-20,-13,3,3,-1,-3,CN(C(=O)COC(=O)CN1C(=O)c2cccc([N+](=O)[O-])c2C1=O)c1ccccc1
-1,-2,0,2,-8,0,-4,7,-8,-5,c1ccc(C2=NCCCN2)cc1
0,-8,-12,5,14,-5,-3,-4,15,5,Cc1ccccc1NC(=O)Cc1nc(COC(=O)CCc2ccccc2)cs1
4,-6,13,1,8,-4,7,1,-7,-3,Cc1ccc(C(=O)N2CCCC(CCC(=O)N3CCN(c4ccccn4)CC3)C2)cc1 (configuration not stated)
-2,1,0,-5,2,0,-2,-3,-10,-4,O=C(Oc1cccc2cccnc12)c1ccc(Br)o1
1,-7,4,1,4,1,-1,-2,-10,-2,COc1ccc(/C=C2/SC(=S)N(CCC(=O)Nc3cccnc3)C2=O)cc1OC

An excerpt of these results, tab-delimited:
SMILES	PLC-gamma1 inh	ASAP1 inh	TDP2 absorb	Tn6 DDE FP	ARFGAP1 inhibitor	PLC-beta3 inh	SIAE primary	DDE Tn7 FP inh	ADAM10 inh	ADAM17 inh
CCN=C1SC(C(=O)Nc2ccccc2)CC(=O)N1CC (configuration not stated)	2	5	2	3	-3	4	3	1	6	-2
O=c1c2c(ncn2C2CCCC2)n(Cc2ccccc2)c(=O)n1CCOc1ccc(Br)cc1	1	-13	0	3	7	0	1	9	3	-2

More structures follow:
PLC-gamma1 inh,ASAP1 inh,TDP2 absorb,Tn6 DDE FP,ARFGAP1 inhibitor,PLC-beta3 inh,SIAE primary,DDE Tn7 FP inh,ADAM10 inh,ADAM17 inh,SMILES
-1,12,-6,-6,-3,-3,-4,0,-5,-6,COc1ccc(-c2nc3c4ccccc4ccn3c2C=O)cc1
-1,-1,-14,-8,6,-3,-6,6,8,3,Cc1ccc(-c2ccc(CN3C(C)C(=O)N(Cc4cn(CCC5OCCCO5)nn4)CCS3(=O)=O)cc2)cc1 (configuration not stated)
-2,3,11,3,-5,-1,-3,-3,-1,-4,Cc1ccc(-n2ncc3c2CC(C)(C)CC3NC(=O)CCn2cncn2)cc1 (configuration not stated)
9,0,6,-2,1,0,-10,2,-2,3,O=C(Nc1cc(C(F)(F)F)ccc1-n1cncn1)c1ccc(-c2ccccc2)cc1
6,9,-4,4,7,5,10,-4,4,3,Cc1ccc(NC(=O)Nc2cccc(C(F)(F)F)c2)nc1
1,13,-4,-2,12,-15,-5,1,-5,-2,CC1c2[nH]c3ccccc3c2C[C@H]2C(=O)N(CCO)CC(=O)N12 (some centres not stated)
2,-6,0,-2,-8,4,0,-5,3,0,CN(Cc1ccccc1)c1ncnc(N)c1[N+](=O)[O-]
1,/,-4,3,/,3,0,0,0,-3,Cc1nc2ccccn2c1P(=O)(c1ccccc1)c1ccccc1
-62,-11,-4,-3,-4,-80,2,2,-33,-7,CCOC(=O)C1(Cc2cccc(F)c2)CCN(Cc2nc(CC)[nH]c2C)CC1
1,-4,-1,-5,-7,3,-3,1,-3,0,Cc1ccc(OC(=O)c2cc(=O)c3ccccc3o2)cc1
1,12,15,3,-4,5,-3,12,4,0,CS(=O)(=O)N(Cc1ccccc1Cl)c1ccc(C(=O)NCc2cccnc2)cc1
2,2,2,1,3,1,-21,-5,5,-1,O=C(Nc1ccc(Cl)cc1)N1CCC(c2nc(-c3ccc(F)cc3)no2)CC1
12*,-1,-14,5,-10,5,-9,1,-1,1,CCOC(=O)[C@]12CCCC=C1N(CCc1ccc(OC)c(OC)c1)C(=O)[C@H](CC(=O)N1CCCC1)C2
-3,25*,-5,-1,-2,-5,-9,-3,-11,1,Cc1c(C(=O)Oc2ccc(-c3cnc4ccccc4n3)cc2)cccc1[N+](=O)[O-]
18*,3,-7,9,0,16*,0,-4,17,9.0*,O=C(N/N=C/c1ccc(N2CCCC2)c([N+](=O)[O-])c1)c1cccnc1
1,4,1,9,3,-8,-7,-3,-7,0,CCc1ccccc1NC(=O)COc1ccc(N2CC(C(N)=O)CC2=O)cc1 (configuration not stated)
0,-5,1,5,-12,0,2,-2,0,-1,O=C(c1ccc(Cl)cc1)c1oc2ccccc2c1CS(=O)c1ccccc1 (configuration not stated)
1,4,-12,0,-3,0,4,0,-11,-5,CCOc1ccc(N2C(=O)C3C4C=CC(CC4)C3C2=O)c([N+](=O)[O-])c1 (configuration not stated)
2,0,-7,-1,2,-5,0,2,4,2,C/C(=N\NC(=O)c1cc(C)nc2ccccc12)c1ccco1
8,-13,-10,-2,6,2,-2,-2,4,4,CC(C)N(C(=O)COC(=O)c1ccc(Cl)c(S(N)(=O)=O)c1)C(C)C
2,-19,14,0,7,3,3,5,5,-2,CC(=O)N1N=C(N)SC12CCCC2
0,3,9,-2,-15,0,2,6,5,-5,Cc1ccc(C)c(Oc2cc(NN3CCCCC3)c([N+](=O)[O-])cc2[N+](=O)[O-])c1

Among those listed so far, ten have a Cl atom:
PLC-gamma1 inh,ASAP1 inh,TDP2 absorb,Tn6 DDE FP,ARFGAP1 inhibitor,PLC-beta3 inh,SIAE primary,DDE Tn7 FP inh,ADAM10 inh,ADAM17 inh,SMILES
-14,10,-10,5,5,-22,3,6,-78,-23,CCN1CCCC1Cn1cnc2c([nH]c3cccc(Cl)c32)c1=O (configuration not stated)
-22,-1,-3,4,-3,-26,-17,11,-11,-3,COc1cccc(/C=C/C(=O)OCC(=O)Nc2ccc(Cl)c(S(=O)(=O)N(C)C)c2)c1OC
2,10,-10,3,-1,-2,-2,0,20*,9.6*,Cc1ccccc1N=C(NOCc1ccc(Cl)cc1Cl)c1nonc1N
-1,6,-1,6,-4,2,-2,-5,4,5,COc1ccc(C)cc1S(=O)(=O)Nc1cccc(Cl)c1
0,0,10,5,5,8,2,-5,4,1,Clc1cccc(Cl)c1CNC1CCCC1
5,-12,2,4,-10,1,7,5,13,-1,O=C(NCc1n[nH]c(=S)n1-c1cccc(Cl)c1)c1cccs1
1,12,15,3,-4,5,-3,12,4,0,CS(=O)(=O)N(Cc1ccccc1Cl)c1ccc(C(=O)NCc2cccnc2)cc1
2,2,2,1,3,1,-21,-5,5,-1,O=C(Nc1ccc(Cl)cc1)N1CCC(c2nc(-c3ccc(F)cc3)no2)CC1
0,-5,1,5,-12,0,2,-2,0,-1,O=C(c1ccc(Cl)cc1)c1oc2ccccc2c1CS(=O)c1ccccc1 (configuration not stated)
8,-13,-10,-2,6,2,-2,-2,4,4,CC(C)N(C(=O)COC(=O)c1ccc(Cl)c(S(N)(=O)=O)c1)C(C)C

Compound activity as filed in PubChem BioAssay.

Random draw from the library; overall some 3.6% were active at least once.
